S3 lipid droplet – qHTS Assay for Lipid Storage Modulators in Drosophila S3 Cells; 320,000 compounds, 0.64% hits; AID 2685; Drosophila S3 cells, BODIPY lipid droplet fluorescence, 18-24 h; cells fed with added oleic acid; Potency in µM for hits, for the others lipid storage change, negative = inhibition, % at the top dose, mostly 46.1 µM; active means well fitted inhibition curve with a large enough effect in the signal ratio, with a control signal flat, not every such curve was filed as active; inconclusive means small, poorly fitted or top-dose-only effect, or effect the other way, or a change in a side signal; the % refers to the signal ratio
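Drosophila S3 cells got compounds at several concentrations plus oleic acid (400 uM solution). Laser-scanning cytometry with 488 nm excitation read lipid droplets at 500-530 nm and cells at 575-640 nm. Percent activity was relative to 20 uM Triacsin C.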
S3 lipid droplet cell count max – second read-out of S3 lipid droplet, no call of its own (marks repeat the call); cell number change, %; measured here: cell count max response;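 cells counted by Cell Tracker Red CMTPX staining in the red channel; peak over a dose series mostly up to 46.1 µM; percent activity relative to internal control wells on each plate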
Starred values were filed as active, the others as inactive; i = inactive; ? = inconclusive; . = no result given; & = joins results of further samples. On the % scale 0 is the no-effect control and ±100 the full control effect; potency means the concentration at half of the fitted maximal effect. An excerpt; rates above refer to the full screens.

compound	S3 lipid droplet	S3 lipid droplet cell count max
CCN(CC)CCCN=Cc1c(O)n(-c2cccc(C)c2)c(=O)c2ccccc12	?	.
Cc1noc(C)c1CSc1nnc(-c2c[nH]c3ccccc23)n1-c1ccc(Cl)cc1	?	.
CCOc1ccc2nc(Cl)sc2c1	?	.
COc1ccc(OC)c2nc3c(cc12)CCC3	9%	-15
CC(OC(=O)c1cc2sccc2n1C)C(=O)NCc1ccco1 (configuration not stated)	?	.
O=C(NC(=S)N1CCOCC1)c1cn(-c2ccccc2)nc1-c1ccccc1	i	2
Nc1nc(SCC(=O)NCc2ccccc2Cl)[nH]c(=O)c1NC(=O)c1ccccc1F	?	.
Cc1oc2cc3oc(=O)c(CCC(=O)NCCN4CCOCC4)c(C)c3cc2c1C	?	.
N#CCn1cnc2sc(-c3ccccc3)cc2c1=O	?	.
O=C(c1cccc(S(=O)(=O)N2CCOCC2)c1)N1CCN(Cc2ccc3c(c2)OCO3)CC1	-13%	-5
CCS(=O)(=O)c1nc(S(=O)(=O)c2ccc(C)cc2)c(N2CCC3(CC2)OCCO3)s1	?	.
CN(CC(=O)NCc1ccc2c(c1)OCO2)S(=O)(=O)c1ccc(F)cc1	?	.
Cc1ccc(S(=O)(=O)NC(=O)Nc2nccs2)cc1	-6%	-4
COC(=O)C1CCCCN1C(=O)c1cccc(OC2CCN(C(=O)C3CC3)CC2)c1 (configuration not stated)	?	.
COc1ccccc1C(=O)NCCC(=O)NCCC12CC3CC(CC(C3)C1)C2	-15%	18
CCOc1ccccc1NC1=C(Cl)C(=O)N(Cc2ccccc2)C1=O	i	26
O=S(=O)(c1ccccc1)N(F)S(=O)(=O)c1ccccc1	?	.
CCn1c(SCC(=O)Nc2nc(C)c(C)s2)nc2cccnc21	-4%	-3
O=C(O)CSc1nc2ccccc2s1	6%&1%	-4&12
COc1ccc(-c2nnc(OCc3ccccc3)c3ccccc23)cc1	-13%	-3
COc1ccc(C(=O)NC2CC3CCCC(C2)N3CC(C)C)cc1 (configuration not stated)	i	15
COc1ccc(OC)c(NC(=O)Cn2c(CCC(=O)O)ccc2-c2cccs2)c1	?	.
O=C(O)c1ccc(N/N=C/c2cn(-c3ccccc3)nc2-c2cccs2)cc1	?	.
CC(=O)N1N=C(c2ccco2)CC1c1ccc(Br)cc1 (configuration not stated)	0%	-6
CCOc1ccccc1N1CCN(c2ncnc3scc(-c4ccc(OC)cc4)c23)CC1	?	.

Structural class, those above containing a carbonyl joined to an NH by a bond outside any ring.
compound	S3 lipid droplet	S3 lipid droplet cell count max
CC(OC(=O)c1cc2sccc2n1C)C(=O)NCc1ccco1 (configuration not stated)	?	.
O=C(NC(=S)N1CCOCC1)c1cn(-c2ccccc2)nc1-c1ccccc1	i	2
Nc1nc(SCC(=O)NCc2ccccc2Cl)[nH]c(=O)c1NC(=O)c1ccccc1F	?	.
Cc1oc2cc3oc(=O)c(CCC(=O)NCCN4CCOCC4)c(C)c3cc2c1C	?	.
CN(CC(=O)NCc1ccc2c(c1)OCO2)S(=O)(=O)c1ccc(F)cc1	?	.
Cc1ccc(S(=O)(=O)NC(=O)Nc2nccs2)cc1	-6%	-4
COc1ccccc1C(=O)NCCC(=O)NCCC12CC3CC(CC(C3)C1)C2	-15%	18
CCn1c(SCC(=O)Nc2nc(C)c(C)s2)nc2cccnc21	-4%	-3
COc1ccc(C(=O)NC2CC3CCCC(C2)N3CC(C)C)cc1 (configuration not stated)	i	15
COc1ccc(OC)c(NC(=O)Cn2c(CCC(=O)O)ccc2-c2cccs2)c1	?	.

Continued.
compound	S3 lipid droplet	S3 lipid droplet cell count max
CN(Cc1ccc(OC(F)F)cc1)Cc1nc2c(Br)cc(Br)cc2c(=O)[nH]1	?	.
C[C@H]1CN=C2N(CCNC(=O)CCC3CCCCC3)[C@H](Cc3ccc(O)cc3)CN21	-12%	-5
CCC(Sc1nc(C)cc(=O)[nH]1)C(=O)Nc1nc(-c2ccccc2)cs1 (configuration not stated)	?	.
C[C@]12CCC3C(CC=C4C[C@@H](O)CC[C@@]43C)C1CCC2[C@]1(C)CCC(=O)O1 (some centres not stated)	2%	.
COc1ccc(CNC(=O)CCCC(=O)Nc2cccc(Br)c2)cc1	?	.
O=C(COc1ncnc2cc([N+](=O)[O-])ccc12)NC1CCCCC1	?	.
COc1cc(CNn2cn[nH]c2=S)cc(Cl)c1OCc1ccc(F)cc1	?	.
CCn1c(SCC(=O)NCCCN2CCCC2=O)nnc1-c1cccc(C)c1	?	.
CC(C)Oc1cccc(C(=O)Nc2ccc(N3CCN(C)CC3)cc2)c1	?	.
O=C(NCc1ccccc1)C1CCC(=O)N(CCCN2CCCC2=O)C1 (configuration not stated)	?	.
Cc1c(C(=O)N2CCCCC2)c(S(=O)(=O)N2CCN(c3ccc(Cl)cc3)CC2)c(C)n1C	i	-1
CS(=O)(=O)N1CCN(c2ccc(NC(=O)COc3ccccc3[N+](=O)[O-])cc2)CC1	?	.
Cc1nc2cc3nc(C(F)(F)F)[nH]c3cc2[nH]1	-11%	16
Cc1ccnc(NC(=O)/C=C/c2cccs2)c1	-1%	-4
CCOC(=O)c1c(S(=O)(=O)N2CCC(C)CC2)c(C)n(C)c1C	?	.
CCC(=O)c1cc(F)ccc1OCC(=O)N1CCN(c2ccc(F)cc2)CC1	3%	22
CC(C)(C)NC(=O)C(c1ccccn1)N(C(=O)C1CSC(=O)C1)c1ccccc1F (configuration not stated)	24%	13
Cc1csc(NC(=O)c2cccnc2)n1	3%	12
CC(C)N(C(=O)C1CC(=O)OC12CCCCC2)C(C)C (configuration not stated)	?	.
Cc1ccc(C)c(OCCCC(=O)O)c1	-6%	2
CCOC(=O)C1(Cc2ccccc2C)CCCN(C(=O)c2ccc(OC)o2)C1 (configuration not stated)	?	.
Cc1cc(-c2cc(-c3ccccc3)on2)nc(NCC2CC2)n1	?	.
CCOC(=S)N/C(=N\S(C)(=O)=O)c1ccccc1	-8%	-2
COc1cc(/C=N\NC(=O)c2ccc(C)nc2)ccc1OC(=O)c1cccc(F)c1	?	.
Cc1ccc(O)c(NC(=O)c2cc(-c3ccco3)on2)c1	?	.
O=C(Nc1cccc(-c2csc(Nc3ccccc3)n2)c1)c1cc([N+](=O)[O-])cc(C(F)(F)F)c1	?	.
COc1c2c(nc3occc13)C(CC=C(C)C)(OC)C(O)CC2 (configuration not stated)	8%	7
Cc1nn(C(=O)c2ccco2)c(C)c1CN1C(=O)c2ccccc2C1=O	i	.
O=S(=O)(NC1CC1)c1ccc(S(=O)(=O)N2CCC3(CC2)OCCO3)cc1	10%	1
CCC1CCCCN1CCCNC(=O)C1CCN(S(=O)(=O)N2CCC3(CC2)OCCO3)CC1 (configuration not stated)	i	7
Cc1ccc(C(=O)CCNc2ccc(F)c(Cl)c2)o1	?	.
C=CCNc1nc(Cl)nc(Nc2cc(Cl)ccc2OC)n1	5%	5
CCOc1ccc(CN2CCC(n3nccc3NC(=O)CCCc3ccccc3)CC2)cc1	?	.
CCOc1cc2[nH]c(=S)n(Cc3ccc(C(=O)NCC(OC)OC)cc3)c(=O)c2cc1OCC	?	.
CCc1ccc(C(C)NC(=O)C2CCCC2)cc1 (configuration not stated)	2%	-2
Cc1ccc(NC(=O)c2nc[nH]c2C(=O)N2CCOCC2)c(C(=O)c2ccccc2)c1	-5%	-1
Cc1ccccc1OCCNC(=O)CSc1ccc(C(F)(F)F)cc1[N+](=O)[O-]	?	.
CCCOc1ccc2oc(=O)c3c(c2c1)CCCN3C(=O)CN1CCN(C(=O)c2ccco2)CC1	?	.
Cn1cc(CN2CCC(n3nccc3NC(=O)c3ccccc3Cl)CC2)c2ccccc21	?	.
O=C(CNS(=O)(=O)c1cccc(Cl)c1)Nc1ccc(-c2nc3ccccc3s2)cc1	?	.
COCCn1c(SCC(=O)Nc2cccc(OC)c2)nnc1-c1ccccc1	?	.
CCOc1ccc(-c2[nH]ncc2-c2ccc(Cl)cc2)c(O)c1	?	.
O=c1cc(-c2ccccc2)[nH]c2cc(F)ccc12	?	.
O=C1NCCN1CCNS(=O)(=O)c1ccc(F)c(Cl)c1	-2%	-1
COc1cccc(C(=O)Nc2ccc(NC(C)=O)cn2)c1	6%	-10
Cc1ccc(CNC(=O)C2CCCN(c3nc(C)cc(C)n3)C2)cc1 (configuration not stated)	-7%	4
CCC1=[N+](CC(=O)c2ccc(Br)cc2)CCn2c(C)ccc21	-6%	1
COc1ccc(CC(=O)NNC(=O)Cc2ccc(OC)cc2)cc1	?	.
Cc1ccc(-c2nnc(NC(=O)c3ccco3)o2)c(C)c1	?	.
Cc1ccc(S(=O)(=O)NCCC(=O)OCC(=O)Nc2cccc(S(=O)(=O)NC3=NCCCCC3)c2)cc1	?	.

(further entries)
compound	S3 lipid droplet	S3 lipid droplet cell count max
COC(=O)c1cnn2c1C(=O)N(Cc1cccs1)CC2	?	.
Cc1ccc(CSc2nnc([C@@H]3CCCN3)o2)cc1	?	.
Nc1nncn1C(=O)c1c(Cl)cccc1Cl	?	.
N/C(=N\OC(=O)c1cnn(-c2ccccc2)c1C(F)(F)F)c1cc(C(F)(F)F)cc(C(F)(F)F)c1	-3%	21
CN(C)S(=O)(=O)c1ccc(NC(=O)C2CC(=O)N(Cc3ccccc3Cl)C2)cc1 (configuration not stated)	?	.
OCC1CCN(Cc2nc(Cc3ccccc3Cl)no2)CC1	?	.
CC(C)(O)c1cc(=O)sc2nc3ccccc3n12	-2%	-9
O=C(COC(=O)c1cc([N+](=O)[O-])ccc1N1CCOCC1)c1ccc(Br)cc1	?	.
COc1ccc2c(CC(=O)OCC(=O)Nc3ccc4c(c3)OCO4)coc2c1	?	.
CCC1/C(=N\O)CC(c2ccco2)NC1c1ccco1 (configuration not stated)	?	.
O=C(Nc1ccc(F)cc1)N1CCCC(c2nc3c(nnn3Cc3ccccc3Cl)c(=O)[nH]2)C1 (configuration not stated)	-3%	-5
O=[N+]([O-])c1cccc(C(=S)N2CCN(c3ccccc3)CC2)c1	3%	11
O=C(CSc1nccc(=O)[nH]1)c1ccco1	?	.
Cc1ccc(C(=O)NNc2ncnc3c2cnn3C)cc1	4%	-1
CSCC(NS(=O)(=O)c1ccc(C)cc1)C(=O)O (configuration not stated)	-9%	0
COc1ccc2c(c1OC)C(=O)N(c1nccs1)C2	22%	-20
CC(=O)Nc1c(C(=O)C2CC2)oc2ccccc12	?	.
CCNc1nc(Cl)nc(NCCOc2ccc(C)cc2)n1	?	.
CCC(SC1=NCCS1)C(=O)Nc1ccc(S(N)(=O)=O)cc1 (configuration not stated)	1%	12
O=[N+]([O-])c1cc(/C=N/OCc2c(Cl)cccc2Cl)ccc1N1CCOCC1	?	.
CCc1ccc(N2CC(C(=O)Nc3ccccc3F)CC2=O)cc1 (configuration not stated)	?	.
CCN(CC)C(=O)c1ccc(COc2ccc(Cl)c(C)c2)o1	?	.
O=C(NC(=S)Nc1ccc(N2CCCC2)cc1)c1ccccc1[N+](=O)[O-]	?	.
Cc1nc([N+](=O)[O-])cn1CC(=O)c1ccc(OC(F)(F)F)cc1	4%	12
N#Cc1ccccc1OCC(=O)N1CCN(S(=O)(=O)c2ccc(Cl)cc2)CC1	?	.

Structural class, the compounds so far with a cyano group
compound	S3 lipid droplet	S3 lipid droplet cell count max
N#CCn1cnc2sc(-c3ccccc3)cc2c1=O	?	.
N#Cc1ccccc1OCC(=O)N1CCN(S(=O)(=O)c2ccc(Cl)cc2)CC1	?	.

The listing continues.
compound	S3 lipid droplet	S3 lipid droplet cell count max
CNC(=O)C1CC(=O)N(Cc2ccc3c(c2)OCO3)C(=Nc2ccc(F)cc2)S1 (configuration not stated)	11%	-23
Cc1cc(C)nc(Nc2ccc(C)c([N+](=O)[O-])c2)n1	22%	5
COc1ccccc1NC(=O)COC(=O)c1ccccc1C(=O)N1CCN(c2ccccc2)CC1	i	.
Cc1cc(C)c(OCC(O)CN2CCN(C(=O)c3ccccc3)CC2)c(C)c1 (configuration not stated)	?	.
CCOc1c(Cl)cc(/C=C/C(=O)N(CC)CC(=O)NCc2cccs2)cc1OC	15%	11
O=C(Cn1ccc(NC(=O)OCc2ccccc2)nc1=O)NCCc1ccccn1	?	.
Clc1cccc(CN2CCc3c([nH]c4ccccc34)C2)c1Cl	?	.
CCn1c(COc2c(C)cccc2C)nnc1SCc1nc2ccccc2c(=O)[nH]1	?	.
CCCCNc1nnc(SCC(=O)c2c(N)n(CCC)c(=O)[nH]c2=O)s1	?	.
Cc1ccccc1N(C(=O)Cc1c[nH]c2ccccc12)C(C(=O)NC1CCCCC1)c1ccco1 (configuration not stated)	5%	-25
COc1ccc(N2Cc3ccc(OC)c(OC)c3C2=O)cc1	8%	13
Cc1c(Nc2cc(N3CCCC(C)C3)c3nonc3c2[N+](=O)[O-])c(=O)n(-c2ccccc2)n1C (configuration not stated)	?	.
O=C(N/N=C/c1ccc([N+](=O)[O-])o1)c1ccc(O)cc1	?	.
CSc1ccccc1NC(=O)CN(C)CC(=O)Nc1ccccc1C(F)(F)F	-5%	-14
